# Bioassay records: PubChem BioAssay, NCI
# NCI-60 one-dose screen, 48 h, at 10 µM unless noted. Numbers give growth in % (100 = growth as untreated, 0 = no growth, -100 = all killed).
# CAKI-1 – CAKI-1 renal cancer; actives 4.7% (n = 75,000)
# UO-31 – UO-31 renal cancer; actives 5.2% (n = 81,000)
# ACHN – ACHN renal cancer | actives 4.9% (n = 81,000) | AID 1794771
# 786-0 – 786-0 renal cancer cells; actives 5.1% (n = 81,000)
# NCI/ADR-RES – NCI/ADR-RES ovarian cells; actives 4.4% (n = 81,000); AID 1794790
# IGROV1 – IGROV1 ovarian cancer; actives 4.7% (n = 79,000); AID 1794786
# TK-10 – TK-10 renal cancer cells; AID 1794769; actives 3.9% (n = 81,000)
# SN12C – SN12C renal cancer cells; actives 3.8% (n = 81,000)
# Active calls of the source: *; / = not tested or not shown; & = joins results of further samples; [ ] = another dose, or the depositor's remark. The calls were made as follows: active = growth percent below 10; inactive = the rest. No enrichment for hits; overall some 9.3% were active at least once.
SMILES,CAKI-1,UO-31,ACHN,786-0,NCI/ADR-RES,IGROV1,TK-10,SN12C
O=C(c1ccncc1)N1N=C(c2ccccc2)C[C@H]1c1cn(-c2ccccc2)nc1-c1ccccc1,79,91,81,100,97,88,122,94
C[N+](C)(C)CCOP(=O)([O-])OP(=O)(O)OC[C@H]1OC(n2ccc(N)nc2=O)[C@H](O)[C@@H]1O (some centres not stated),94,78,97,100,81,95,102,79
O=C1c2cccc([N+](=O)[O-])c2C(=O)c2cccc(Cl)c21,101,103,96,108,114,110,110,92
CN1CCCc2cc(/C=C3\SC(=S)N(C(Cc4ccc(O)cc4)C(=O)O)C3=O)ccc21 (configuration not stated),89,80,103,100,100,102,102,93
CC(=O)C(N=Nc1ccc(C)cc1[N+](=O)[O-])C(=O)Nc1ccccc1 (configuration not stated),96,80,108,103,117,101,72,98
Cc1nc2ccc(Cl)cn2c1-c1nnc(SCc2ccccc2[N+](=O)[O-])o1,95,108,91,98,103,105,128,95
NC(=O)c1c(Nc2ccccc2)nn2cc(-c3nc4ccccc4s3)c(N)nc12,86,81,96,109,99,93,124,95
CNCC(OC)c1ccc(O)c(O)c1 (configuration not stated),110,61,100,100,98,104,120,88
COc1cccc(C(Cc2ccccc2)NCC(C)O)c1OC (configuration not stated),100,85,108,90,100,105,82,110
CCCC(=O)c1ccc(O)cc1,96,89,100,93,104,101,91,95
CCCCCCC(O)(CCCCCC)CCCCCC,96,93,114,94,103,113,100,110
Cc1cc2ccccc2c[n+]1CC(=O)c1ccc(Cl)cc1,86,81,96,100,92,86,102,/

# Some of the entries so far, as labelled records:
> CCCCCCC(O)(CCCCCC)CCCCCC
  CAKI-1: 96; UO-31: 93; ACHN: 114; 786-0: 94; NCI/ADR-RES: 103; IGROV1: 113; TK-10: 100; SN12C: 110
> COc1cccc(C(Cc2ccccc2)NCC(C)O)c1OC (configuration not stated)
  CAKI-1: 100; UO-31: 85; ACHN: 108; 786-0: 90; NCI/ADR-RES: 100; IGROV1: 105; TK-10: 82; SN12C: 110

# Ordered by SMILES length (rising): 3 of the compounds above
SMILES,CAKI-1,UO-31,ACHN,786-0,NCI/ADR-RES,IGROV1,TK-10,SN12C
CCCC(=O)c1ccc(O)cc1,96,89,100,93,104,101,91,95
COc1cccc(C(Cc2ccccc2)NCC(C)O)c1OC (configuration not stated),100,85,108,90,100,105,82,110
CC(=O)C(N=Nc1ccc(C)cc1[N+](=O)[O-])C(=O)Nc1ccccc1 (configuration not stated),96,80,108,103,117,101,72,98

# Entries from the list above that contain a Cl atom, in the order listed:
SMILES,CAKI-1,UO-31,ACHN,786-0,NCI/ADR-RES,IGROV1,TK-10,SN12C
O=C1c2cccc([N+](=O)[O-])c2C(=O)c2cccc(Cl)c21,101,103,96,108,114,110,110,92
Cc1nc2ccc(Cl)cn2c1-c1nnc(SCc2ccccc2[N+](=O)[O-])o1,95,108,91,98,103,105,128,95
Cc1cc2ccccc2c[n+]1CC(=O)c1ccc(Cl)cc1,86,81,96,100,92,86,102,/

# Returning to the listing; the three compounds before the break are reprinted first.
SMILES,CAKI-1,UO-31,ACHN,786-0,NCI/ADR-RES,IGROV1,TK-10,SN12C
CCCC(=O)c1ccc(O)cc1,96,89,100,93,104,101,91,95
CCCCCCC(O)(CCCCCC)CCCCCC,96,93,114,94,103,113,100,110
Cc1cc2ccccc2c[n+]1CC(=O)c1ccc(Cl)cc1,86,81,96,100,92,86,102,/
Clc1ccc(SCN2CCCCC2)cc1,99,74,103,106,99,96,112,93
O=[N+]([O-])C1C(c2ccccc2)C12c1ccccc1-c1ccccc12 (configuration not stated),35,28,30,5.0*,-27*,21,23,23
O=c1oc(-c2ccc(S(=O)(=O)NCc3ccccc3)cc2)cc2ccccc12,89,87,103,97,94,110,117,96
O=C(COc1ccc(-c2cc3ccccc3[nH]2)cc1)N1CCCC1,99,77,105,95,99,105,112,109
COc1cc(CNS(=O)(=O)c2ccc(C)cc2)ccc1OCc1cn(-c2ccc(Cl)cc2)nn1,85,68,97,111,97,102,115,98
O=C(CCCN1C(=O)/C(=C/c2ccccc2F)SC1=S)N1CCOCC1,89,72,78,90,104,84,/,88
COc1ccccc1C(C)=O,112&100,96&89,102&105,97&110,113&106,109&119,99&118,108&118
Cc1ccc(C2CC(c3ccc4c(c3)OCO4)=NN2C(N)=S)cc1 (configuration not stated),97,81,110,95,102,116,95,102
Clc1ccc2c(NCCCN3CCOCC3)c3oc4ccc(Cl)cc4c3nc2c1,22,32,12,-22*,43,43,/,40
CCCCC#Cc1c(/C=C(\CCCC)SCC)n(C)c(=O)[nH]c1=O,102,91,101,99,96,74,104,101
c1ccc(-c2cc3cc4ccccc4cn3c2)cc1,85,61,90,102,92,80,101,88
O=C(OCc1ccc2c(Cl)cc(Cl)c(O)c2n1)c1cc2ccccc2[nH]1,-98*,-100*,-97*,-79*,-35*,-89*,-94*,-61*
CCOC(=O)C(CCC1CCCCC1)C(C)=O (configuration not stated),60,93,109,114,121,92,114,99
OCc1cnccc1NC1CCCCCC1,101,91,111,95,99,111,83,106
Cc1ccc2c(c1)sc(-c1ccc(N(C)C)cc1)[n+]2C,72,65,64,7.3*,81,8.1*,15,3.6*
COc1cc(OC)cc(-c2n/c(=C\c3c(O)[nH]c4ccccc34)cc3c2=Nc2ccccc2-3)c1,82,67,97,91,80,108,126,108
Cn1c(=O)c2c(nc3n2CCCN3c2ccc(F)cc2)n(C)c1=O,98,97,100,92,108,113,109,110
COc1ccc(-n2cc(CSc3nnc(Cn4c(C(F)(F)F)nc5ccccc54)o3)nn2)cc1,96,83,95,96,91,90,86,97
COc1ccc(CN2[C@@H](CC(C)C)C=C[C@H](CC(C)C)N(Cc3ccccc3)S2(=O)=O)cc1,67[5 µM],84[5 µM],88[5 µM],92[5 µM],98[5 µM],95[5 µM],84[5 µM],82[5 µM]
O=C1CSC(=S)N1/N=C\c1c(O)ccc2ccccc12,88,54,79,94,85,92,102,88
Nc1nc2ccc([N+](=O)[O-])cc2s1,94,80,93,106,107,103,94,108
COc1cc(/C=C/c2cc(/C=C/c3cc(OC)c(OC)c(OC)c3)n(-c3ccccc3)n2)cc(OC)c1OC,75,61,68,70,79,98,88,82
CCCOC(=O)O[C@H]1CC[C@@]2(C)C(=CC[C@H]3[C@@H]4CC[C@H]([C@H](C)CCCC(C)C)[C@@]4(C)CC[C@@H]32)C1,90,86,108,96,108,100,101,103
Cc1ccc(Cl)cc1NC(=O)c1cc2ccccc2cc1O,-17*,-8.0*,-15*,-6.8*,-28*,-5.9*,-1.3*,-22*
CC(C)c1ccc2c(c1)[C@@H](O)C[C@@H]1C(C)(C)C(=O)[C@@H](O)C[C@@]21C,94,92,105,99,115,103,99,102
CC1(C)C/C(=C\c2ccc(Cl)cc2)C(=O)c2ccccc21,99,90,100,102,110,110,151,100
CC(=O)N(c1ccccc1)c1nc2ccccc2s1,92,126,103,97,101,121,124,106
O=C(O)COc1ccc(-c2cssc2=S)cc1,104,89,103,101,108,112,94,103
COc1cc(-n2nnc3c4nc(-c5ccccc5)oc(=O)c4c(C)nc32)cc(OC)c1OC,92,85,102,105,113,111,121,102
Cc1cccc(C)c1NC(=O)c1sc2nc3c(cc2c1N)C(=O)CCC3,52,79,90,92,88,89,89,90
O=[N+]([O-])c1ccc(/C(=C/c2ccccc2)[n+]2ccccc2)cc1,111,100,107,104,116,109,114,101
C/C(=N/O)c1ccc(NC(=O)CSc2nnc(-c3ccc(-c4nc5ccc(C)cc5[nH]4)cc3)o2)cc1,100,88,110,114,106,109,103,103
O[Si](c1ccccc1)(c1ccccc1)c1ccccc1,80,97,94,103,98,104,98,104
Cc1ccc(CSc2ncnc3nc[nH]c23)cc1,96,88,103,95,100,123,114,97
CCCNC(=O)/C(=C/c1c[nH]c2ccccc12)NC(=O)/C=C/c1cccs1,94,76,104,105,100,97,96,99
C=CC(=O)Nc1cccc(Oc2nccc(Nc3ccc(S(=O)(=O)Nc4ccccn4)cc3)n2)c1,96,53,101,84,90,94,88,87
O=c1nc(-c2ccccc2)cc(-c2cc3ccccc3nc2Cl)[nH]1,57,/,39,-20*,-70*,57,88,21
N#Cc1c(-c2ccccc2Br)cc(-c2ccncc2)[nH]c1=O,97,93,98,102,102,109,105,94
O=C1OC(c2ccc(-c3ccccc3)cc2)=C/C1=C/c1ccccc1,98,88,123,93,106,111,87,95
Clc1ccc(N/N=C(/c2ccccc2)c2ccccn2)nc1,36,28,24,38,5.2*,22,37,47
O=C(OC1C2C=CC1C1C(=O)NC21)c1ccccc1 (configuration not stated),105,93,102,107,116,120,111,107
O=C1C=C(c2ccccc2)C(c2ccccc2)C1 (configuration not stated),107,98,108,117,104,121,112,95
Cc1nc2ccccc2c2[nH]n(-c3ccc(C#N)cc3)c(=O)c12,104,77,101,100,95,105,103,100
NC(Cn1ccc(=O)c(O)c1)C(=O)O (configuration not stated),99,91,107,65,106,45,131,104
COc1cc2nc(Cl)nc(Nc3cccc(C4=NN(C=O)C(c5ccccc5)C4)c3)c2cc1OC (configuration not stated),85,77,97,97,100,97,116,89
CC(C)OCCCNc1nc2c(cnn2C)c(=O)[nH]1,102,87,103,109,110,104,107,101
O=C(NO)c1ccc(NC(=S)NC(=O)c2ccc(OCc3ccccc3)cc2)cc1,76,66,94,90,95,86,94,91
COc1ccc(N2C(=O)NC(c3ccccc3)=CC2c2ccc(Cl)cc2)cc1 (configuration not stated),67,82,86,88,96,113,110,88
O=C(O)c1ccc(-n2c(-c3ccccc3)nc(-c3ccccc3)c2-c2ccccc2)cc1,103,78,92,92,97,99,100,/
NCCNC(=O)c1cccc(COc2ccccc2NC(=O)c2cc(Br)c(Br)[nH]2)c1,90,90,101,79,97,88,89,93
O=c1[nH]c(COc2ccc(F)cc2)nc2sc3c(c12)CCC3,97,95,111,91,113,107,86,99
CC(C)c1ccc(C(C)C(=O)N(CCc2ccccc2)CC2=C(C(C)c3ccccn3)c3ccccc3C2)cc1 (configuration not stated),115,83,111,101,107,118,/,100
CCOc1ccc(OCC)c(NC(=O)CC(C)=O)c1,92,92,99,105,106,95,107,93
Oc1ccc(Oc2c(F)c(F)c(Oc3ccc(O)cc3)c(F)c2F)cc1,97,76,84,95,97,/,108,103
NC(=O)NC(=O)C(Cl)c1ccccc1 (configuration not stated),108,103,100,113,89,111,107,84
COC(=O)c1ccc2oc(NC(=O)c3ccc(Nc4ccc(Cl)c(Cl)c4)c([N+](=O)[O-])c3)nc2c1,61,78,73,94,82,79,101,92
O=S1(=O)CSCS(=O)(=O)C1,108,90,104,108,100,102,107,98
CCCNC(=O)Nc1ccc2cc3ccc(NC(=O)NCCC)cc3nc2c1,104,76,78,82,97,34,115,94
O=[N+]([O-])c1ccccc1Sc1ccccc1,95&93,60&84,101&100,103&109,103&100,92&105,97&102,101&100
C[C@H]1CCCN1Cc1nc2ccc(NC(=O)c3ccc4c(cnn4C)c3)cc2[nH]1,103,96,107,93,107,112,110,99
# (cont.)
SMILES,CAKI-1,UO-31,ACHN,786-0,NCI/ADR-RES,IGROV1,TK-10,SN12C
Nc1ncnc(N)c1NC(=O)c1ccc(OCc2ccccc2)cc1,99,88,100,104,113,106,99,99
COc1cc2cc(Oc3ccc(NC(=O)c4ccc(Cl)c(Cl)c4)cc3)c(C)nc2cc1OC,50,47,63,69,56,71,/,69
O=c1oc2ccccc2cc1-c1csc(N=Nc2c(O)[nH]c3ccc(Cl)cc23)n1,106&95,98&98,110&101,86&105,103&105,120&107,109&106,98&100
COc1ccc(C(C#N)CC(=O)c2ccc(OCc3ccccc3)c(OC)c2)cc1OC (configuration not stated),76,70,99,97,96,110,101,99
CCn1cc(C(=O)O)c(=O)c2cc(F)c(N3CCNCC3)cc21,97,/,96,108,110,/,116,106
Cc1nn(-c2ccc(F)cc2)c2ncnc(Nc3ccc(NC(=O)Nc4cc(C(F)(F)F)ccc4F)cc3)c12,62,68,55,77,74,79,91,78
CNC(=O)c1cccc(Cn2nc(C)c(NC(=O)c3ccc(COc4ccc(C(F)(F)F)cc4C)cc3)c2C)c1,47,47,47,55,35,64,55,57
O=C(CSc1nnc(CN2CCN(c3cc4c(cc3F)c(=O)c(C(=O)O)cn4C3CC3)CC2)o1)c1ccccc1,90,80,98,99,98,92,144,97
Nc1nonc1-c1nc2ccccc2n1Cc1ccncc1,83,75,97,96,101,94,91,99
C[N+]12CCC34c5ccccc5NC3C3C(CC(=O)[O-])OCC=C(C1)C3CC42 (configuration not stated),114,98,106,103,104,121,108,98
COc1cccc(/C=C/C(=O)c2ccc(NC(=O)c3cc4cc5cc(OC)ccc5nc4s3)cc2)c1,96,90,107,102,106,90,114,99
Cc1ccc(S(=O)(=O)N(CCC(=N)N)C(C)C)cc1,89,77,110,97,105,98,101,107
CCOC(=O)CCCCCCCCC(=O)Nc1ccc(-n2[nH]c(=O)cc2C)cc1,94,76,96,99,99,110,104,96
COc1ccc(C(=O)NNC(=O)c2cc(OC)c(OC)c(OC)c2)cc1Cl,/,70,/,103,98,96,93,100
O=S(=O)(c1ccc(Cl)c(Cl)c1)c1ccc(Cl)c(Cl)c1,86,72,103,85,107,105,111,95
Cc1cc(/C=N\N=C(N)N)c(C)n1-c1ccccc1,92,80,89,90,98,71,98,97
O=C(N/N=C\c1ccc(Cl)cc1)C(=O)N/N=C\c1ccc(Cl)cc1,95,78,97,91,104,89,105,91
N#Cc1ccc(OC(=O)Nc2cccc(Cl)c2Cl)cc1,96,81,101,102,101,86,153,90
Cc1noc(C)c1-c1ccc2[nH]c(=O)nc(-c3ccccc3)c2c1,/,72,103,79,93,100,69,88
CCCCCCCN(CCCCCCC)C(=N)c1ccc(OC)c2ccccc12,-12*,-87*,-92*,-91*,-76*,-73*,-89*,-75*
CCC(=O)Oc1c(Br)cc(C(C)(C)C)cc1Br,101,102,109,100,106,107,100,102
